Source: PubChem BioAssay (National Center for Advancing Translational Sciences (NCATS))
RGS4 inhibitor: inhibitors of human regulator of G protein signaling 4 | Potency, µM (titrated, usually from 114 µM), for inactives: at the highest dose activity change, negative = inhibition, most hits filed as inhibitors | AID 504845 | P49798 | actives 0.039% (n = 390,000) | Transcreener GDP fluorescence polarization, RGS4-accelerated GTP hydrolysis; further: potency means the concentration at half of the fitted maximal effect; on the % scale 0 is the no-effect control and ±100 the full control effect; nearly all actives have a fitted effect of over 75% in size; some results filed as inactive show a strong effect at the top dose
Target sequence (P49798 whole entry, looked up): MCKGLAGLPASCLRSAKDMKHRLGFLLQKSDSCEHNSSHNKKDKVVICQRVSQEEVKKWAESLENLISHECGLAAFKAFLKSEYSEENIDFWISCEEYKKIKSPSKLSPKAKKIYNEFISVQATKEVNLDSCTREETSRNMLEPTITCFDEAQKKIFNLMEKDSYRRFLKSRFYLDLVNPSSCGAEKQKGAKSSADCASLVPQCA
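MLSMR compounds (23 nl, pin-transferred) preincubated 10 min at room temperature with a 500nM (2x) first reagent, then RGS4 at 900nM (2x) plus Transcreener GDP mix added; fluorescence polarization (620/688 nm) read before and after 90 min at 30 °C.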
ALOX12 inh: ALOX12 (human) lipoxygenase inhibition | purified 12hLO, xylenol orange hydroperoxide absorbance | actives 1.1% (n = 580,000) | Potency, µM (doses to about 108 µM), inactives show top-dose activity change, negative = inhibition, most hits filed as inhibitors | AID 1671190; further: potency means the concentration at half of the fitted maximal effect; on the % scale 0 is the no-effect control and ±100 the full control effect
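Purified human 12hLO (150 nM final) in 25 mM Hepes, 0.01% Triton X-100, pH 7.0 was preincubated 15 min at room temperature with compound. Then 40 uM arachidonic acid was added, 30 min. Hydroperoxide was read by Fe-XO absorbance ratio 573/405 nm.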
Glioma ERSR ind: induces the endoplasmic reticulum stress response in human glioma cells | AID 602332 | actives 0.02% (n = 420,000) | Potency, µM, inactives show at the highest dose activation, most hits filed as activators | U87-MG GRP78 promoter luciferase reporter, 16 h; further: potency means the concentration at half of the fitted maximal effect; series mostly up to about 76 µM; % of control where 0% means no effect; nearly all actives have a fitted effect of over 35% in size
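ERSR induction read as luciferase luminescence (Bright-Glo, 10 min at room temperature) in stably transfected human U87-MG glioma cells exposed to compounds for 16 h, using GRP78 as sensor.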
LDHA inh: inhibitors of human lactate dehydrogenase A; purified LDHA, NADH/diaphorase-resazurin fluorescence; active compounds read low; activity change, % (values are at about 110 or 230 µM); actives 0.15% (n = 480,000); AID 1347041; in the data active means activity change below about -30%; inconclusive means mostly about -25% to -30%;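 further: plate controls were DMSO wells for no effect and wells without enzyme for full effect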
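Enzyme activity of human lactate dehydrogenase 5 (2 nM; 0.06 mM NADH, 0.2 mM pyruvate, 5 min, RT) is measured via a resazurin/diaphorase fluorescence readout of residual NADH.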
D2 antag: D2 dopamine receptor (human) antagonism. HEK293 TREx D2 cells, calcium flux, dopamine EC80. actives 2% (n = 340,000). P14416. inhibition, % at 10 µM; in the data active means inhibition above about 30%; further: 0% is about no effect
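Compounds are added to dye-loaded, induced HEK293 T-REx cells coupled to calcium release via D2; after a 3 min kinetic read an EC80 dopamine stimulus is given and fluorescence is recorded for 3 more min.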
D2 ag: agonists of human D2 dopamine receptor; actives 0.53% (n = 340,000); P14416; activation, % at 2 µM; HEK293 T-REx D2 cells, calcium flux agonist mode;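 active means activation over 3 SD above normal in the single-dose calcium agonist read, cut at about 30% in these data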; further: 0% is about no effect
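HEK293 Trex D2 cells, tetracycline-induced, o/n 30 C 5% CO2; no-wash Ca dye, RT 30–90 min; 10-cycle baseline, 23 nl cpd added, kinetic Ca read 180 s; agonist hits = positive Ca response.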
ERG-DNA inh: ERG Ets/DNA interaction inhibition | fluorescence polarization, His-ERG Ets domain / labelled DNA | actives 0.028% (n = 370,000) | P11308 | Potency, µM (doses to about 76.9 µM), inactives show at the highest dose FP activity, negative = inhibition, most hits filed as inhibitors; active means well fitted inhibition curve with a large enough effect in the polarisation, with a control signal flat; inconclusive means small, poorly fitted or top-dose-only effect, or effect the other way, or a change in a side signal; inactive means no such curve, though single readings can be large or run the other way; the % refers to the polarisation;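 further: polarization taken with two DNA probes labelled with fluorescein and Texas red; potency means the concentration at half of the fitted maximal effect; % of control where 0% means no effect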
Target sequence (P11308 whole entry, looked up, the tested form may be a part): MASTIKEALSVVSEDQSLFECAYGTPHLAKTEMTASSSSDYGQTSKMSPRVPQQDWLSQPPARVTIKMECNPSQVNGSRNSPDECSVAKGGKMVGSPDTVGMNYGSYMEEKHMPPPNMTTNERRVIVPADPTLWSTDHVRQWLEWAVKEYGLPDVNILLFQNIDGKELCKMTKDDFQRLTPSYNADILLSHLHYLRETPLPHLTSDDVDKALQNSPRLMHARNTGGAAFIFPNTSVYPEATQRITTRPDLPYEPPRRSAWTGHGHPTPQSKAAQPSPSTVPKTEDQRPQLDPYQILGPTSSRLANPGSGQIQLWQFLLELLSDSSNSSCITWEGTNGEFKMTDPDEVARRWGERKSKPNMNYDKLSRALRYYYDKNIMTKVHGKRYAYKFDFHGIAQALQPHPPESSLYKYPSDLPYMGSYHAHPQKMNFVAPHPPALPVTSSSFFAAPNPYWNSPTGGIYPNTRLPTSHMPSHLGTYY
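His-tagged ERG Ets domain (1 uM in the protein solution; 300mM KCl, 50mM Tris-HCl, 1mM EDTA, 1mM DTT, pH 7.5) received compound, then a probe mix of 5 nM fluorescein-DNA and 100nM Texas-615-DNA. Fluorescence polarization was read for both dyes.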
Vif-APOBEC3F blk: inhibitors of Vif-A3F interaction | HeLa A3F-eYFP + Vif (tagged APOBEC3F with the HIV-1 protein that degrades it), YFP fluorescence increase | Potency, µM (titrated, usually from 46.1 µM), inactives show at the highest dose activity, negative = active | actives 0.2% (n = 390,000); further: potency means the concentration at half of the fitted maximal effect; % of control where 0% means no effect; nearly all actives have a fitted effect of over 65% in size
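HeLa cells stably expressing A3F-eYFP plus Vif, plated and incubated overnight at 37 deg C, then exposed to compounds overnight at 37 deg C. Blocked degradation read as raised yellow fluorescence (Ex 488/Em 500-530).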
Vif-APOBEC3G blk: inhibitors of Vif-APOBEC3G interaction | Q9HC16 | HeLa A3G-eYFP + Vif (tagged APOBEC3G with the HIV-1 protein that degrades it), YFP fluorescence, overnight | Potency, µM (top dose mostly 46.1 µM), for inactives: top-dose activity, negative = active, hits mostly inhibitors | actives 0.076% (n = 410,000) | AID 602310;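 further: potency means the concentration at half of the fitted maximal effect; on the % scale 0 is the no-effect control and ±100 the full control effect; nearly all actives have a fitted effect of over 60% in size; hits raise eYFP signal because A3G escapes Vif-driven loss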
Target sequence (Q9HC16 whole entry, looked up): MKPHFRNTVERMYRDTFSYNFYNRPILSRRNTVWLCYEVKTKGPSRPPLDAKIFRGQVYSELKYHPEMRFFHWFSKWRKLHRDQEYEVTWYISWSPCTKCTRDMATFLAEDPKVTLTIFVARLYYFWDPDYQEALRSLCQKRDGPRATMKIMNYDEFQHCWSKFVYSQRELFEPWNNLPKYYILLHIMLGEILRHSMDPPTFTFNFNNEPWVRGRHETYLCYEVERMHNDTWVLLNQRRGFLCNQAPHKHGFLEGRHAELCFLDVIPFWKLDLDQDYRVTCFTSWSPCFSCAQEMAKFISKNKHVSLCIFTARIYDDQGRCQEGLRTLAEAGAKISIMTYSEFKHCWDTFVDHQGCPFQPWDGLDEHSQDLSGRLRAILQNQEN
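HeLa cells stably expressing Vif and C-terminally eYFP-tagged A3G, seeded overnight at 37 deg C, then exposed to compound by pintool overnight at 37 deg C. Rise in yellow fluorescence (Ex 488/Em 500-530, Acumen) marks blocked Vif-driven A3G degradation.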
The depositor's hits bear a star; ? = inconclusive; nt = not tested or not shown; [ ] = another dose, or the depositor's remark. Unless noted, the call rests on the fitted dose curve; in most records, active means well fitted curve in the direction sought with a large enough effect; inconclusive means small, poorly fitted or top-dose-only effect, or another doubt; inactive means no such curve, though single readings can be large; an effect the other way counts as inactive or inconclusive.

Every second line gives: RGS4 inhibitor	ALOX12 inh	Glioma ERSR ind	LDHA inh	D2 antag	D2 ag	ERG-DNA inh	Vif-APOBEC3F blk	Vif-APOBEC3G blk
> NC(=O)Cn1c(=O)n(CCC(=O)NCCSCc2ccccc2)c(=O)c2ccccc21
 : 9.7%	0.5%	-0.8%	-13.3	1.2	0.0	7.7%	16.4%	2.6%
> Cc1cccc2c(C(=O)N3CCN(C(=O)c4ccco4)CC3)cc(-c3cccc(Br)c3)nc12
 : -32.7%	?	-3.1%	-3.8	16.4	1.0	0.2%	-11.8%	-17.9%
> Cc1ccc(/C=N/NC(=O)c2ccncc2)s1
 : -12.5%	31.0%[activator]	7.0%	1.2	3.5	0.3	-26.0%	12.0%	-0.6%
> CCOc1cccc2cc(C(=O)NCc3ccc(C)cc3)c(=N)oc12
 : 5.0%	116.9%[activator]	8.6%	-0.6	-1.8	-1.8	-3.4%	-4.0%	-0.6%
> CC(=O)N1CCN(c2ccc(NC(=O)c3cc4ccccc4o3)cc2)CC1
 : -22.4%	17.5%	0.6%	-1.3	1.0	-0.9	4.7%	0.1%	2.9%
> C=CCn1c(COc2ccc(Cl)cc2)nnc1SCC(=O)c1c(N)n(C)c(=O)n(C)c1=O
 : -18.4%	0.0%	-3.1%	-4.8	22.0	0.2	-9.2%	-22.1%	-0.4%
> Cc1cccc(-c2nnc(SCc3ccccc3)o2)c1
 : -16.2%	6.0%	-3.8%	-4.8	-2.1	0.6	0.1%	9.4%	-3.7%
> CN1CCN(c2ccccc2NC(=O)C(Cc2ccccc2)n2cccc2)CC1 (centres undefined)
 : -1.8%	3.0%	-2.3%	-1.7	11.7	1.6	1.5%	3.0%	0.7%
> CCc1nc2ccc(C(=O)NCCc3c[nH]c4ccccc34)cn2c1N(C)Cc1ccc(N(C)C)cc1
 : nt	13.5%	-1.2%	-6.5	nt	nt	nt	nt	-4.8%
> CCN(CC)C(=O)Cn1cnc2sc(C(=O)N3CCN(Cc4ccc5c(c4)OCO5)CC3)c(C)c2c1=O
 : -0.4%	-15.4%	-1.9%	2.2	-1.9	5.4	4.2%	12.4%	2.4%
> Cc1ccc2nc(Cl)c3cc(C(=O)NCCCN4CCCC4)sc3c2c1
 : -8.2%	1.4%	-4.6%	7.2	10.7	0.2	-5.9%	?	5.6%
> O=C(Nc1ccccc1)c1ccc(=O)n(Cc2ccc(F)c(F)c2)c1
 : 0.9%	5.3%	-0.9%	-3.7	-6.1	0.3	-3.0%	0.9%	0.6%
> COC(=O)C(C)Sc1nc2c([nH]c3ccccc32)c(=O)n1-c1ccc(OC)cc1 (centres undefined)
 : -5.5%	-7.1%	-5.2%	-1.2	nt	-1.7	4.5%	6.9%	-2.3%
> Cn1cc(CN2CCCCC2C(=O)Nc2ccc(-n3cccn3)cc2)cn1 (centres undefined)
 : -2.4%	238.4%[activator]	0.2%	-3.7	10.3	1.0	-2.5%	2.4%	-4.3%
> CCN(C(=O)CN1CCN(c2ccccc2)CC1)c1c(N)n(Cc2ccccc2)c(=O)[nH]c1=O
 : -10.7%	?	-2.1%	-5.8	-5.6	-0.3	-5.1%	0.1%	0.0%
> Cc1ccc(C)c(N(C(=O)CNC(=O)c2ccco2)C(C(=O)NC2CCCC2)c2ccncc2)c1 (centres undefined)
 : 23.6%	-4.7%	12.6%	-4.6	-2.8	2.1	9.0%	14.8%	-1.1%
> COc1ccccc1NC(=O)CCCC(=O)OCC(=O)c1ccc(F)cc1
 : -40.7%	7.5%	-2.6%	-1.5	17.9	0.6	0.2%	-10.8%	7.4%
> Cc1ccc(F)c(CNC(=O)C2CCC(=O)N(CCN3CCOCC3)C2)c1F (centres undefined)
 : 3.2%[56.9 µM]	2.6%	-6.7%	-4.5	nt	nt	-1.5%	0.9%	1.7%
> CCCn1c(=O)c2ccccc2n2c(SC(C)C(N)=O)nnc12 (centres undefined)
 : 5.6%	-4.3%	-1.9%	-8.3	nt	nt	-6.0%	1.4%	-6.1%
> Cc1ccc2nc(-c3ccncc3)[nH]c2c1
 : 2.0%	9.7%	-5.2%	-1.1	nt	nt	8.1%	7.7%	2.1%
> O=C(c1ccc(Cl)cc1)N1CCN(CCc2ccccn2)CC1
 : -4.1%	0.0%	-0.1%	0.8	21.1	0.1	-10.3%	-2.2%	1.1%
> CC1CCN(C2=NC(=O)/C(=C/c3ccc(O)cc3)S2)CC1
 : -4.8%	-13.6%	1.7%	-3.7	-10.8	-0.8	2.4%	3.7%	-5.7%
> Cc1c(C#N)c2n(c1C)CCCC(=O)N2
 : nt	-22.9%	-1.8%	-19.6	nt	nt	nt	4.0%	0.3%
> COc1ccc(OC)c(NC(=O)CSC2=Nc3ccccc3C3=NC(CC(=O)NCCc4ccccc4)C(=O)N23)c1 (centres undefined)
 : 16.3%	-14.0%	-2.8%	-2.4	nt	0.7	7.3%	0.8%	-4.1%
> COc1ccc(N2CC(C(=O)Nc3ccccc3C(=O)NCc3ccco3)CC2=O)cc1 (centres undefined)
 : 0.7%	0.0%	-6.7%	2.6	6.8	0.4	13.2%	0.6%	0.8%
> C=CCN1c2ccccc2[C@]23C[C@@H](C(=O)OC)N(C(=O)c4cccs4)C2=NC(C(=O)OC)=C(C(=O)OC)[C@H]13
 : 5.2%	-2.4%	-4.4%	-0.3	-2.2	-0.2	-5.0%	5.0%	-26.7%
> COc1ccc(-c2c(NC(=O)c3ccco3)oc3c(C)cccc3c2=O)cc1OC
 : -31.2%	-11.5%	-0.1%	1.0	9.5	-1.7	7.1%	-10.4%	-8.9%
> CCC(C)NC(=O)C1(C)CCC(=O)N1CCc1ccc(OC)c(OC)c1 (centres undefined)
 : -3.9%	-26.9%	-2.8%	-0.5	-4.1	0.6	1.1%	1.9%	-5.0%
> O=C(Cn1c(=O)n(Cc2ccccc2)c(=O)c2oc3ccccc3c21)Nc1ccc(Cl)cc1
 : -5.3%	-15.1%	-3.2%	4.0	nt	nt	3.0%	-0.1%	-4.6%
> Cc1cccc(C)c1NC(=O)c1sccc1SCC#N
 : 11.4%	?	-2.8%	-1.9	-25.5	-1.5	4.2%	-8.3%	-9.8%

Every second line gives: RGS4 inhibitor	ALOX12 inh	Glioma ERSR ind	LDHA inh	D2 antag	D2 ag	ERG-DNA inh	Vif-APOBEC3F blk	Vif-APOBEC3G blk
> CCC(=O)N1CCc2cc(Br)cc(S(=O)(=O)NCCc3cccc(C)c3)c21
 : 42.6%	-16.8%	-5.5%	-7.3	nt	1.3	2.2%	4.9%	1.5%
> CN(C(=O)OC(C)(C)C)c1ccc(-c2nc3ccccc3s2)cc1
 : 3.6%	-3.5%	-11.1%	-15.7	nt	nt	nt	1.7%	4.2%
> CC(C)(C)NC(=O)C(c1c[nH]c2ccccc12)N(C(=O)Cn1nnc(-c2ccc(F)cc2)n1)c1cccc(O)c1 (centres undefined)
 : ?	?	-2.1%	-0.8	-18.4	0.7	0.4%	2.3%	-9.8%
> CCSc1ncnc2sc3c(c12)CCC3
 : -10.4%	-14.9%	-6.0%	-4.9	9.3	0.2	3.0%	-4.6%	2.9%
> CCNc1nc(NCC)n2c(SCC(=O)Nc3ccccc3F)nnc2n1
 : ?	-17.2%	-1.5%	1.1	-5.7	0.2	0.8%	9.7%	0.2%
> O=[N+]([O-])c1ccc(/C([O-])=C(/C(=S)NCc2ccco2)[n+]2ccccc2)cc1
 : -33.1%	-30.8%	-1.8%	2.0	7.6	3.4	-10.6%	-28.6%	0.2%
> CCC(C)(C)n1nnnc1CN1CCSCC1
 : 4.6%	-14.6%[57.4 µM]	-0.1%	-3.2	10.9	0.1	nt	-6.2%	0.1%
> CN(C)c1ccc(/C=C2\NC(=S)N(Cc3ccccc3)C2=O)cc1
 : -8.4%	0.0%	4.8%	-2.1	-25.8	45.9*	28.1%	?	?
> COc1ccc(Cl)cc1NC(=O)c1c(NCc2ccc(C)o2)sc2c1CCCCC2
 : ?	?	-3.8%	9.0	nt	-0.2	-0.7%	-19.3%	-6.6%
> COc1cc(/C=C(\C#N)c2nc3ccccc3[nH]2)cc(Cl)c1OCc1ccccc1Cl
 : -5.7%	0.0%	-1.8%	-0.9	nt	-0.2	-1.0%	?	?
> O=C(c1cccs1)c1ccc(-c2cccs2)s1
 : -0.1%	4.3%	-13.8%	-5.3	-2.9	0.7	3.9%	-5.2%	-7.6%
> O=C(c1ccc2nc(N3CCOCC3)sc2c1)N1CCN(c2ccc(Cl)cc2)CC1
 : 7.9%[11.4 µM]	-1.7%	0.1%	-2.9	7.4	0.3	-6.6%	-12.0%	0.3%
> CCCNC(=O)C1(CC2CC(c3ccccc3)=NO2)CCN(C(=O)CCCCCBr)CC1 (centres undefined)
 : -12.4%	nt	-2.3%	6.6	nt	nt	2.9%	-4.5%	2.9%
> Cc1sc2ncnc(N3CCCC(C)C3)c2c1C (centres undefined)
 : -10.0%	-10.8%	-0.8%	-0.1	-4.8	-0.7	-2.7%	-0.8%	1.5%
> COc1ccc(-c2nc(C)c(CCNC(=O)C(=O)Nc3cccc(F)c3)s2)cc1OC
 : -23.4%	-2.8%	-2.8%	-5.8	nt	-0.7	3.0%	-1.3%	-1.9%

These rows are one share of the data. The share of hits here may be higher or lower than overall.
